LMNA splice mod – changes lamin A minigene splicing in HeLa cells | HeLa LMNA splicing GFP/RFP minigene ratio, 48 h | Potency, µM (highest dose often 46.1 µM), inactives show top-dose ratio change, negative = inhibition, hits mostly inhibitors | actives 0.01% (n = 200,000); active = well fitted inhibition curve with a large enough effect in the signal ratio, with a control signal flat, not every such curve was filed as active; inconclusive = small, poorly fitted or top-dose-only effect, or effect the other way, or a change in a side signal; the % refers to the signal ratio
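Read-out is the ratio of GFP to DsRed2 object intensity, acquired by 488 nm laser-scanning cytometry on HeLa lamin A-EGFP minigene reporter cells. Compound incubation 48 hrs at 37 °C in Opti-MEM with 2% FBS; DMSO 0.5% final.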
TR SRC2 fluor cs – Texas Red fluorescence interference in TRb-SRC2 counter-screen | Potency, µM (doses to about 106 µM), for the others: at the top dose fluorescence change, negative = quenching | TRb/SRC2 Texas Red total fluorescence interference | actives 0.29% (n = 280,000) | AID 1479; active = well fitted curve in either direction with a large enough effect; inconclusive = small, poorly fitted or top-dose-only effect
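Human TRβ ligand-binding domain (0.6 uM) and Texas Red SRC2 peptide (20 nM) in Tris buffer with 1 uM T3 and 5% DMSO were incubated with pinned compound for 5 hr at ambient temperature. Total fluorescence was computed as S + 2P (555/632 nm).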
TRb-SRC2 inh – disrupts binding of human TR beta to SRC2; P10828; TRbeta-SRC2 peptide binding, fluorescence polarization; receptor liganded with 1 µM T3; Potency, µM (highest dose often 106 µM), for the others: top-dose activity change, negative = inhibition, actives largely listed as inhibitors; actives 0.065% (n = 280,000); AID 1469; active = well fitted inhibition curve with a large enough effect; inconclusive = small, poorly fitted or top-dose-only effect, or effect the other way;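 also: plate controls were bound peptide for no effect and peptide without receptor for full effect; nearly all actives have a fitted effect of over 50% in size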
Target sequence (P10828 whole entry, looked up): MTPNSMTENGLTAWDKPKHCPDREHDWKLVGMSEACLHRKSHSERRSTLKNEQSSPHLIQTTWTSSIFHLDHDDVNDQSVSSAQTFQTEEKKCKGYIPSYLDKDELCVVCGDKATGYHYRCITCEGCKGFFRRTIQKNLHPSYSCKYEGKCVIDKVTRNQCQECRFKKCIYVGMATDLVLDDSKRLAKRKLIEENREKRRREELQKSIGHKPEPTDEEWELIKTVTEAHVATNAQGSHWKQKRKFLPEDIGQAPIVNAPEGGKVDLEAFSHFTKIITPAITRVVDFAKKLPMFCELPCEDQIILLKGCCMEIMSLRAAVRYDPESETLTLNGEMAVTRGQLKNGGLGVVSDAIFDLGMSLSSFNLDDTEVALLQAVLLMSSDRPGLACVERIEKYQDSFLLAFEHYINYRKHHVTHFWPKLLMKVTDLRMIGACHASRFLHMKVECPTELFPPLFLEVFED
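Fluorescence polarization of 20 nM Texas Red SRC2 peptide (20-aa NR interaction domain) bound to 0.6 uM human TRb ligand-binding domain, with 1 uM T3, after 5 hr at ambient temperature; inhibition seen as decreased polarization.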
Starred values were filed as active, the others as inactive; ? = inconclusive; [ ] = dose if it differs, or a comment. Unless noted, % is scaled to controls: 0 for no effect and ±100 for the full control effect; potency is read from the fitted curve at half-maximal effect. A portion of the library. The share of hits here may be higher or lower than overall.

A first look:
Fields: LMNA splice mod, TR SRC2 fluor cs, TRb-SRC2 inh
1) Cc1ccccc1CSc1ncc(CO)n1Cc1ccc(F)cc1
→ 9%[46 µM], 1%, -8%
2) O=C(NCc1cccc(F)c1)c1cccc(NC(=O)c2nsc3ccccc23)c1
→ ?, -2%, -6%
3) COc1cccc(CNC(=O)CN2N=C(c3ccc(C)cc3)CCC2=O)c1
→ 7%[46 µM], -3%, 2%
4) COc1ccccc1CNC(=O)c1cc(S(=O)(=O)N2CCCCCC2)cn1C
→ -2%[46 µM], -3%, -4%
5) Cc1cccc(NC(=O)CSc2c(C)cnc3c2c(=O)n(C)c(=O)n3C)c1C
→ -1%[46 µM], 1%, 4%
6) CCn1ccc2cc(S(=O)(=O)N3CCC(C(=O)NCCc4ccc(SC)cc4)CC3)ccc21
→ -14%[46 µM], ?, 0%
7) O=C(COCc1cc(-c2cccs2)on1)Nc1cccc(Cl)c1Cl
→ -3%[46 µM], 8%, -5%
8) COc1ccc(NC(=O)CN(Cc2ccccc2)S(=O)(=O)c2ccc3nc(C)sc3c2)cc1
→ -9%[46 µM], ?, -2%
9) Cc1ccccc1NC(=O)Cn1cc(S(=O)(=O)N2CCCC2)c(S(=O)(=O)N2CCCC2)c1
→ -6%[46 µM], -2%, -1%
10) COc1ccc(C2=CC(c3cc(Br)ccc3F)n3c(nc4ccccc43)N2)cc1 (stereo unspecified)
→ 20%[46 µM], -10%, -1%
11) O=C(NCC(c1cccnc1)N1CCc2ccccc21)C(=O)Nc1ccccc1F (stereo unspecified)
→ -3%[46 µM], 0.32µM*[quencher], -16%
12) O=C(Nc1ccc(Cl)cc1Cl)c1cc(S(=O)(=O)N2CCN(c3ccccc3F)CC2)ccc1F
→ ?, 0%, 1%
13) CCCS(=O)(=O)N1CCCC(C(=O)NCCCOC)C1 (stereo unspecified)
→ ?, -1%, -2%
14) CCn1cc(S(=O)(=O)c2cccc(Cl)c2)c(=O)c2cc(F)c(N3CCN(C)CC3)cc21
→ -27%[46 µM], 1%, -1%

The whole of this part, from the first entry:
Fields: LMNA splice mod, TR SRC2 fluor cs, TRb-SRC2 inh
1) Cc1ccccc1CSc1ncc(CO)n1Cc1ccc(F)cc1
→ 9%[46 µM], 1%, -8%
2) O=C(NCc1cccc(F)c1)c1cccc(NC(=O)c2nsc3ccccc23)c1
→ ?, -2%, -6%
3) COc1cccc(CNC(=O)CN2N=C(c3ccc(C)cc3)CCC2=O)c1
→ 7%[46 µM], -3%, 2%
4) COc1ccccc1CNC(=O)c1cc(S(=O)(=O)N2CCCCCC2)cn1C
→ -2%[46 µM], -3%, -4%
5) Cc1cccc(NC(=O)CSc2c(C)cnc3c2c(=O)n(C)c(=O)n3C)c1C
→ -1%[46 µM], 1%, 4%
6) CCn1ccc2cc(S(=O)(=O)N3CCC(C(=O)NCCc4ccc(SC)cc4)CC3)ccc21
→ -14%[46 µM], ?, 0%
7) O=C(COCc1cc(-c2cccs2)on1)Nc1cccc(Cl)c1Cl
→ -3%[46 µM], 8%, -5%
8) COc1ccc(NC(=O)CN(Cc2ccccc2)S(=O)(=O)c2ccc3nc(C)sc3c2)cc1
→ -9%[46 µM], ?, -2%
9) Cc1ccccc1NC(=O)Cn1cc(S(=O)(=O)N2CCCC2)c(S(=O)(=O)N2CCCC2)c1
→ -6%[46 µM], -2%, -1%
10) COc1ccc(C2=CC(c3cc(Br)ccc3F)n3c(nc4ccccc43)N2)cc1 (stereo unspecified)
→ 20%[46 µM], -10%, -1%

Full records as entered above. Order of screens: LMNA splice mod | TR SRC2 fluor cs | TRb-SRC2 inh
CCn1ccc2cc(S(=O)(=O)N3CCC(C(=O)NCCc4ccc(SC)cc4)CC3)ccc21 is listed as -14%[46 µM] | ? | 0%
Cc1cccc(NC(=O)CSc2c(C)cnc3c2c(=O)n(C)c(=O)n3C)c1C is listed as -1%[46 µM] | 1% | 4%

The list continues:
Fields: LMNA splice mod, TR SRC2 fluor cs, TRb-SRC2 inh
11) O=C(NCC(c1cccnc1)N1CCc2ccccc21)C(=O)Nc1ccccc1F (stereo unspecified)
→ -3%[46 µM], 0.32µM*[quencher], -16%
12) O=C(Nc1ccc(Cl)cc1Cl)c1cc(S(=O)(=O)N2CCN(c3ccccc3F)CC2)ccc1F
→ ?, 0%, 1%
13) CCCS(=O)(=O)N1CCCC(C(=O)NCCCOC)C1 (stereo unspecified)
→ ?, -1%, -2%
14) CCn1cc(S(=O)(=O)c2cccc(Cl)c2)c(=O)c2cc(F)c(N3CCN(C)CC3)cc21
→ -27%[46 µM], 1%, -1%
15) O=C(Nc1ccccc1)c1cccc(S(=O)(=O)Nc2cccc(F)c2)c1
→ -13%[46 µM], -2%, 8%
16) Cc1ccc(NC(=O)c2cc(S(=O)(=O)NCCc3ccc(Cl)cc3)ccc2F)cc1
→ ?, -1%, -7%
17) O=C(NC1CCCC1)c1ccc(CSc2nc3cccnc3n2Cc2ccccc2)cc1
→ ?, -22%, 2%
18) O=C(NCc1ccc(Cl)cc1)C1CCN(c2nn3cc(-c4ccc(F)cc4)nc3s2)CC1
→ ?, -23%, 1%
19) CC(C)c1ccc(C2=CC(c3ccc(C(C)C)cc3)n3nnnc3N2)cc1 (stereo unspecified)
→ ?, 0%, 4%
20) COc1ccc(CNC(=O)Cn2c(=O)oc3cc(S(=O)(=O)NCc4ccccc4)ccc32)cc1
→ 6%[46 µM], 1%, 1%
21) COc1ccc(-c2nc(C)c(CCNC(=O)c3ccc(F)c(F)c3)s2)cc1
→ 0%[46 µM], 3%, -4%
22) Cc1ccc(S(=O)(=O)C(CNC(=O)C(=O)NCCc2ccc(Cl)cc2)c2ccco2)cc1 (stereo unspecified)
→ 15%[46 µM], 0%, -6%
23) CC(C)(C)c1ccc(C(=O)Nc2nnc3n2CCS3)cc1
→ ?, 3%, -3%
24) COc1ccc(NC(=O)Cn2c(=O)c3cccn3c3ccccc32)cc1
→ -3%[46 µM], 8%, 8%
25) O=C(Nc1nnc(S(=O)(=O)N2CCc3ccccc32)s1)c1ccccc1Cl
→ ?, 9%, -2%
26) CCC(CC)C(=O)Nc1cc(-c2ccccc2F)nn1-c1ccccc1
→ -4%[46 µM], -3%, -5%
27) Cc1cccc(CNC(=O)CN2C(=O)C3CCCCN3c3ccc(C(=O)N4CCCC4)cc32)c1 (stereo unspecified)
→ 10%[46 µM], -3%, 15%
28) Cc1ccc([N+](=O)[O-])cc1S(=O)(=O)N1CCn2cccc2C1c1ccccc1 (stereo unspecified)
→ 6%[46 µM], -1%, -5%
29) Cc1ccccc1Nc1ncnc2c1cnn2C
→ 16%[46 µM], 1%, 5%
30) Cc1c(C(=O)Nc2ccccc2F)sc2nc3n(c(=O)c12)CCC3
→ -7%[46 µM], -16%, 0%
31) CCCCN(CCCC)C(=O)c1c[nH]c2ccc(S(=O)(=O)Nc3cccc(Cl)c3C)cc2c1=O
→ -24%[46 µM], -2%, -6%
32) COc1ccc(NC(=O)CCS(=O)(=O)c2ccc3c(c2)oc(=O)n3C)cc1OC
→ 3%[46 µM], 6%, 0%
33) COC(=O)CN1C(=O)C(C)(C)c2cc(S(=O)(=O)NCc3ccc(Cl)cc3)ccc21
→ -1%[46 µM], 1%, -3%
34) CN(C(=O)CSc1nc2ccc(NC(=O)COc3ccc(Cl)cc3)cc2s1)c1ccccc1
→ -21%[46 µM], 7%, 4%
35) Cc1cnc(=O)[nH]c1SCC(=O)Nc1cc(C(F)(F)F)ccc1Cl
→ ?, 0%, -2%
36) CCOc1ccccc1NC(=O)C1CCN(S(=O)(=O)c2ccc3[nH]c(=O)oc3c2)CC1
→ -18%[46 µM], -11%, -1%
37) Cc1ccc(Nc2cc(C)nc(-n3nc(C)cc3C)n2)cc1
→ -16%[46 µM], -2%, -6%
38) Cc1cc(NC(=O)c2ccc3c(c2)N(Cc2cccc(Cl)c2)C(=O)c2ccccc2S3=O)ccc1Br (stereo unspecified)
→ 8%[46 µM], 2%, -1%
39) COc1ccc(-c2nc3scc(CCNS(=O)(=O)c4ccc5c(c4)OCCO5)n3n2)cc1OC
→ -3%[46 µM], -1%, -3%
40) COc1ccc(-c2nc3sc(CCNC(=O)C(=O)Nc4ccc(OC)c(OC)c4)c(C)n3n2)cc1
→ 2%[46 µM], -1%, 2%
41) Cc1nnc(N2CCCC(C(=O)Nc3cccc(C(F)(F)F)c3)C2)c2nn(-c3ccccc3)c(C)c12 (stereo unspecified)
→ ?, 1%, 0%
42) O=C(Cc1ccc(Cl)cc1)NCC(c1cccs1)S(=O)(=O)c1ccccc1 (stereo unspecified)
→ -10%[46 µM], -2%, 1%
43) Cc1ccccc1C(=O)Nc1cccc(C(=O)OCc2cc(=O)n3nc(C4CC4)sc3n2)c1
→ -9%[46 µM], 0%, 6%
44) COc1ccc(C(=O)NCC(c2cccnc2)N2CCN(c3ccccc3F)CC2)cc1OC (stereo unspecified)
→ ?, -20%, -5%
45) COc1ccc(NC(=O)CSC2=Nc3ccccc3C3=NC(Cc4ccccc4)C(=O)N23)cc1 (stereo unspecified)
→ 11%[46 µM], -1%, -10%
46) COc1cc(NS(=O)(=O)c2cnc(N)nc2)cc(OC)c1
→ 9%[46 µM], 1%, -1%
47) Cc1ccc(C(=O)Nc2cc3c(cc2N2CCCC2)n(C)c(=O)c(=O)n3C)cc1
→ -7%[46 µM], 5%, 3%
48) CCn1ccc2cc(S(=O)(=O)N3CCCN(C(=O)Nc4cccc(SC)c4)CC3)ccc21
→ 15%[46 µM], 6%, -1%
49) Cc1ccc(NC(=O)Nc2cn(C)c(=O)c3ccccc23)c(Cl)c1
→ -7%[46 µM], 7%, 12%
50) CCN1C(=O)c2ccccc2Sc2ccc(NC(=O)Cc3ccc(OC)cc3)cc21
→ ?, -3%, -1%
51) Cc1ccc(NC(=O)CSc2nc3ccccc3nc2Cc2ccccc2)c(C)c1
→ ?, -1%, 1%
52) CC(=O)c1cccc(NS(=O)(=O)c2ccc3[nH]c4c(c3c2)CCCCCC4)c1
→ -4%[46 µM], 2%, 2%
53) CCOC(=O)c1ccc(CN(Cc2ccccc2C)S(=O)(=O)c2ccc(C(C)(C)C)cc2)cc1
→ -1%[46 µM], -1%, -5%
54) CCOC(=O)c1cccc(NC(=O)N2CC(CC)Oc3ccccc32)c1 (stereo unspecified)
→ -9%[46 µM], -9%, -3%
55) Cc1ccc(CNC(=O)CCCCCn2c(=O)[nH]c3ccccc3c2=O)cc1
→ 7%[46 µM], -2%, -11%
56) CCOc1ccc(CCNC(=O)c2nc(-c3cccc(F)c3)n3c2CCCCC3)cc1OCC
→ 2%[46 µM], 63µM*[quencher], -27%
57) CCOc1cc(C2CC(=O)Nc3c2c(=O)nc(SCc2cccc(Cl)c2)n3C)ccc1O (stereo unspecified)
→ -10%[46 µM], 1%, 2%
58) O=C(CCn1cnc2onc(-c3ccc(F)cc3)c2c1=O)N1CCN(c2cccc(Cl)c2)CC1
→ -5%[46 µM], 1%, -5%
59) CC(=O)c1cc(-c2ccc(F)cc2)n(CC(=O)NCc2ccc(C)cc2)c1C
→ 17%[46 µM], -1%, -4%
60) CCOC(=O)c1ccc(NC(=O)CCn2c(=O)c3cccn3c3ccccc32)cc1
→ -9%[46 µM], 11%, 8%

Other results:
Fields: LMNA splice mod, TR SRC2 fluor cs, TRb-SRC2 inh
61) COc1ccc(CCNC(=O)c2cc3n(n2)CCCN(Cc2ccc(C)cc2)C3=O)cc1OC
→ 8%[46 µM], 0%, -1%
62) COc1ccccc1-c1noc(CCCC(=O)Nc2cccc(C(F)(F)F)c2)n1
→ 7%[46 µM], -4%, 1%
63) CN1C(=O)c2ccccc2Sc2ccc(NC(=O)c3ccc(C(F)(F)F)cc3)cc21
→ -2%[46 µM], -1%, -9%
64) COc1cccc(N2CCN(c3ncnc4onc(-c5ccc(Cl)cc5)c34)CC2)c1
→ 13%[46 µM], 2%, 6%
65) CC1CN(C(=O)NCc2ccccc2)c2cc(Cl)ccc2O1 (stereo unspecified)
→ -3%[46 µM], 1%, -4%
66) Cc1cc2c(n1-c1ccc(C(=O)NCCc3ccc(Cl)cc3)cc1)CCC(C)C2 (stereo unspecified)
→ ?, -23%, 3%
67) CC(Oc1ccccc1)C(=O)N1CCN(Cc2cc(=O)n3nc(-c4ccccc4Cl)sc3n2)CC1 (stereo unspecified)
→ -15%[46 µM], -2%, 2%
68) O=C(Nc1ccccc1OCc1cc(=O)n2ccccc2n1)c1cccc(Br)c1
→ 5%[46 µM], -2%, 10%

Screens as filed in PubChem.
